High-throughput results deposited in PubChem by several laboratories.
GSK3A inh = human GSK-3 alpha kinase inhibition; P49840; ADP-Glo luminescence, 60 min; inhibition, % at 10 µM; 320,000 tested, 0.1% active; AID 2650;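 in the data active = inhibition above about 50%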;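 also: GST-tagged GSK-3 alpha with peptide substrate and 25 µM ATP; 0% = DMSO neutral wells and 100% = GW8510 positive control wells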
Target sequence (P49840 whole entry, looked up): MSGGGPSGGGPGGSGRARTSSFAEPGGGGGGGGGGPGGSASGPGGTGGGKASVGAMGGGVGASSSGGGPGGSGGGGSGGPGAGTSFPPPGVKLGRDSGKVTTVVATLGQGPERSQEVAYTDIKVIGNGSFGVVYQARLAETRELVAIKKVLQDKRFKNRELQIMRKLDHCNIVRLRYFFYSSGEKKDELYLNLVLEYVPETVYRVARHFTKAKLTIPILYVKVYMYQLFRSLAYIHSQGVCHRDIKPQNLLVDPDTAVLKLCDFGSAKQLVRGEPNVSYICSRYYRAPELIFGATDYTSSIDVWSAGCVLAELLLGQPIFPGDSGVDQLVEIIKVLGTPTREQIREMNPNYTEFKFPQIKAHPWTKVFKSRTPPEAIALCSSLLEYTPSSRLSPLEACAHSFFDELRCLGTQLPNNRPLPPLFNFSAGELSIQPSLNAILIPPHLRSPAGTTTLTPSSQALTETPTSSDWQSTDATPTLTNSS
HSP90 refold inh = blocks HSP90-mediated luciferase refolding in reticulocyte lysate; Rabbit reticulocyte lysate, luciferase refolding luminescence, 3 h; inhibition, % at 5.6 µM; 290,000 tested, 0.91% active; AID 1789;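 active = inhibition above the screen-wide mean plus 3 SD, computed separately per campaign, cut at about 16% in these data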;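 also: 0% = DMSO wells and 100% = 60 µM geldanamycin wells; inhibitors lower the luminescence because luciferase stays unfolded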
DYRK1A inh = inhibitors of rat Dyrk1A kinase; AID 504441; inhibition, % at 12.5 µM; 310,000 tested, 0.43% active; ADP-Glo luminescence, NFATc1 peptide; Q63470; in the data active = inhibition above about 50%;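 also: plate controls were vehicle with enzyme for no effect and no enzyme for full effect; many of its hits are not listed in these tables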
HDAC3 inh = blocks human histone deacetylase 3. inhibition, % at 8.3 µM. 320,000 tested, 0.15% active. O15379. recombinant HDAC3, fluorogenic peptide/trypsin coupled, fluorescence; in the data active = inhibition above about 26%, passing the limit was not always enough
Target sequence (O15379 whole entry, looked up): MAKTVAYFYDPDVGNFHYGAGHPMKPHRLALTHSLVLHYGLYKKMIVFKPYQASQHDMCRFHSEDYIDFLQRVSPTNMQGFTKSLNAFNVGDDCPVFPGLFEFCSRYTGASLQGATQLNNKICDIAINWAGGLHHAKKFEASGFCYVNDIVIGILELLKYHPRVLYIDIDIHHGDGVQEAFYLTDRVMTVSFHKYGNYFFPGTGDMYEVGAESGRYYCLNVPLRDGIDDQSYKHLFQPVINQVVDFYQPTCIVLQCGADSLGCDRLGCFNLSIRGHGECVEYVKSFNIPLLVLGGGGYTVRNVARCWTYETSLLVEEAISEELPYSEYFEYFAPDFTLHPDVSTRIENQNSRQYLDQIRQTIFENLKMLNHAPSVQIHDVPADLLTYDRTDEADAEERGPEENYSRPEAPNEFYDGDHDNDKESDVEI
Active calls of the source: *; / = not tested or not shown. Some of the compounds tested; count on the stated rates, not on these rows.

Values run as follows: HSP90 refold inh, GSK3A inh, HDAC3 inh, DYRK1A inh
CCCCCCCCCOc1ccc2[nH]cc(CCN)c2c1
→ 3.6, /, /, /
CCN(C(C)=O)c1cccc(-c2ccnc3c(C#N)cnn23)c1
→ 2.5, /, /, /
Cc1c(/C=C2/CC3C4CC=C5CC(O)CCC5(C)C4CCC3(C)C2=O)cnn1C (stereo unspecified)
→ 1.6, /, /, /
CN1CC[C@]2(c3cccc(O)c3)Cc3nc4ccccc4cc3C[C@H]2C1
→ -5.1, /, /, /
NC(=O)CS(=O)C(c1ccccc1)c1ccccc1 (stereo unspecified)
→ 0.1, /, /, /
O=C1NC(=O)N(CCc2ccc(F)cc2)C(=O)/C1=C\C=C\c1ccccc1
→ -0.1, /, /, /
CCn1ncc(/C=C2/CC3C4CC=C5CC(O)CCC5(C)C4CCC3(C)C2=O)c1C (stereo unspecified)
→ 1.9, /, /, /
CC1CCN(S(=O)(=O)c2ccc(NN=C(C#N)C#N)cc2)CC1
→ 4.8, /, /, /
O=[N+]([O-])c1cccc(O)c1
→ /, 0.0, -4.1, /
Nc1ccc([N+](=O)[O-])cc1
→ /, -1.1, -7.7, /
CC(C)OC(=O)Cc1ccccc1
→ /, 0.7, 1.0, /
CCOS(C)(=O)=O
→ /, -3.3, 7.2, /
Clc1cccc(Cl)c1Cl
→ /, -3.0, 2.2, /
CC(C)OS(C)(=O)=O
→ /, -2.9, -11.3, /
COC(=O)C1=C(c2ccc(OC(F)(F)F)cc2)C[C@@H]2CC[C@H]1N2C(=O)NC1CCCCC1
→ /, -5.0, 10.5, /
Cc1noc(C)c1CSCC(=O)Nc1ccc(C#N)c(Cl)c1
→ /, -0.5, -5.5, /
C[C@]12CCC3C(CC[C@H]4C[C@@H](O)CC[C@]34C)C1C[C@@H](Br)[C@@H]2O (stereo partly specified)
→ /, -0.8, -1.8, /
O=[N+]([O-])c1ccc(Cl)cc1
→ /, -4.6, 7.2, /
C[C@]12CCC3C(CC[C@H]4C[C@@H](O)CC[C@]34C)C1C[C@@H](O)[C@]2(C)O (stereo partly specified)
→ /, -1.0, -1.0, /
O=[N+]([O-])c1c2ccccc2cc2ccccc12
→ /, -7.2, -3.2, /
COC1=CC(=O)[C@]2(C=C1OC)OC[C@@H]1Oc3c(ccc4c3C=CC(C)(C)O4)C(=O)[C@@H]12
→ /, -4.0, 14.1, /
COc1cc(CC(=O)N2C[C@H]3C[C@@H](C2)c2cccc(=O)n2C3)cc(OC)c1OC
→ /, -2.4, 6.1, /
C[C@]12CCC(=O)C[C@H]1CC[C@@H]1[C@@H]2CC[C@]2(C)[C@@H](O)CC[C@@H]12
→ /, -0.6, 5.4, /
O=[N+]([O-])c1cccc2c([N+](=O)[O-])cccc12
→ /, -1.9, 0.0, /
N#CC(Br)Br
→ /, -5.7, 3.2, /
C/C=C/CC#N
→ /, -4.9, -12.8, /
O=C(O)C1C(C(=O)O)C2(Cl)C(Cl)=C(Cl)C1(Cl)C2(Cl)Cl (stereo unspecified)
→ /, -6.3, -11.6, /
BrCC(Br)(Br)Br
→ /, -2.4, 4.7, /
OCC(Br)CBr (stereo unspecified)
→ /, -5.1, 0.1, /
Cc1ccc2c(c1)C1C[N+](C)(CC(=O)c3ccc(Cl)cc3Cl)CCC1N2C(=O)c1ccc(F)cc1 (stereo unspecified)
→ /, 10.0, 9.6, /
Cc1ccc(N)c(C)c1
→ /, -2.5, 0.6, /
CCCCOC(=O)c1ccccc1C(=O)OCCCC
→ /, 7.5, 6.9, /
CC(C)CC(C)N (stereo unspecified)
→ /, -1.1, -9.5, /
Cc1cc(=O)oc2cc(OCC(=O)N3CCN(C(C)c4ccccc4)CC3)c(Cl)cc12 (stereo unspecified)
→ /, -0.2, -91.0, /
CC(C)(C)NC(=O)CN1CCCN(C(=O)COc2ccc(Cl)c3ccccc23)CC1
→ /, -2.0, 2.5, /
O=C(Cc1cccc(C(F)(F)F)c1)N1CCN(CC(=O)N2CCCC2)CC1
→ /, -6.8, 2.4, /
Cc1ccc(N)cc1N
→ /, 0.2, 0.6, /
O=C1NC(=O)N(c2ccccc2F)C(=O)/C1=C/c1ccc(Sc2nc3ccccc3[nH]2)o1
→ 3.7, 12.0, 3.7, /
CC(=O)OC1CCC2(C)C(=CC(=O)C3C2CCC2(C)C(OC(C)=O)CCC32)C1 (stereo unspecified)
→ /, /, /, -0.3
CCOP(=S)(OCC)N1CC1
→ /, /, /, -0.8
COC(=O)C1C2CC[C@@H](CC1OC(=O)c1ccccc1)N2 (stereo partly specified)
→ /, /, /, 9.6
O=[N+]([O-])c1ccc(C(=Nc2ccccc2)N2CC2)cc1
→ /, /, /, -5.5
Nc1ccc(-c2ccccc2)cc1
→ /, /, /, 1.4
N#Cc1ccc(NC(=O)CN2CCN(C(=O)c3cccs3)CC2)cc1Cl
→ /, /, /, -6.9
COc1ccc2c3c1OC1[C@H](O)CCC4[C@@H](C2)N(C)CC[C@]314 (stereo partly specified)
→ /, /, /, -8.6
O=C1NCCCCC1(Cl)Cl
→ /, /, /, -7.1
CC(=O)OC1C2(CC3N4C(=O)C5(CO)SSC4(CC31O)C(=O)N5C)OC(C)C(C)(C)C2=O (stereo unspecified)
→ /, /, /, 1.7
C#CC1(O)CCC2C3CCC4=CC(=O)CCC4=C3C=CC21C (stereo unspecified)
→ /, /, /, 1.9
COc1cccc2c1N=C1CCCC3CN(C(C)=O)CCC123 (stereo unspecified)
→ /, /, /, -3.6
CC1(O)CCC2C3CCC4=CC(=O)CCC4(C)C34OC4CC21C (stereo unspecified)
→ /, /, /, 11.7
CN(C)Cc1c[nH]c2ccc([N+](=O)[O-])cc12
→ /, /, /, 7.2
CC[C@H](OC(C)=O)C(C[C@H](C)N(C)C)(c1ccccc1)c1ccccc1
→ /, /, /, 6.7
CCN(CC(=O)Nc1ccc(C#N)c(Cl)c1)CC(=O)NC1CCS(=O)(=O)C1 (stereo unspecified)
→ /, /, /, 10.0
CCCC[C@@H](C)C[C@@H](C)C(=O)N(C)[C@@H](CC(C)C)C(=O)N[C@H](C(=O)N(C)[C@H](C(=O)N1C[C@@H](O)C[C@H]1C(=O)N1C(=O)C=C[C@@H]1C)C(C)C)C(C)OC(C)=O (stereo partly specified)
→ /, /, /, -8.6
O=C(NC1CC1)c1cn(Cc2ccccc2)nc1-c1ccccc1
→ /, /, /, 2.2
O=C1c2ccccc2-c2cccc3cccc1c23
→ /, /, /, 22.3
COC1CCC(OC2CC(C3(C)CCC4(CC(O)C(C)C(C(C)/C=C(\C)C(=O)C(C)CC(C)C(=O)O)O4)O3)OC3(OC(C4OC(O)(CO)C(C)CC4C)CC3C)C2C)OC1C (stereo unspecified)
→ /, /, /, -0.9
CSc1ncc(Br)c(N2CC2)n1
→ /, /, /, 5.0
C=C1C(C)C2C(Cc3ccccc3)NC(=O)C23OC(=O)/C=C/C(O)CCCC(C)C/C=C/C3C1O (stereo unspecified)
→ /, /, /, 4.9
CC1([N+](=O)[O-])COP(=O)(NC2CC2)OC1 (stereo unspecified)
→ /, /, /, -7.0

Complete entries from above.
Entry for CC(=O)OC1C2(CC3N4C(=O)C5(CO)SSC4(CC31O)C(=O)N5C)OC(C)C(C)(C)C2=O (stereo unspecified) = HSP90 refold inh: /; GSK3A inh: /; HDAC3 inh: /; DYRK1A inh: 1.7
Entry for Nc1ccc(-c2ccccc2)cc1 = HSP90 refold inh: /; GSK3A inh: /; HDAC3 inh: /; DYRK1A inh: 1.4

(more compounds)
Values run as follows: HSP90 refold inh, GSK3A inh, HDAC3 inh, DYRK1A inh
O=C1NC(=O)C2(CCN(S(=O)(=O)c3ccccc3)CC2)C(=O)N1
→ /, /, /, -2.9
CC[C@H]1OC(=O)C[C@@H](O)[C@H](C)[C@@H](O[C@@H]2O[C@H](C)[C@@H](O[C@H]3C[C@@](C)(O)[C@@H](O)[C@H](C)O3)[C@H](N(C)C)[C@H]2O)[C@@H](CC=O)C[C@@H](C)C(=O)/C=C/C(C)=C/[C@@H]1CO[C@@H]1O[C@H](C)[C@@H](O)[C@@H](OC)[C@H]1OC
→ /, /, /, -15.7
COc1ccc(C=C2C(=O)NC(=S)NC2=O)cc1OC
→ /, /, /, -2.1
O=P(N1CCCCCC1)(N1CCCCCC1)N1CC1
→ /, /, /, -6.8
CC=C(CC)C1(CC)C(=O)NC(=S)NC1=O
→ /, /, /, -2.6
Oc1c(Cl)cccc1Cc1cc(Cl)cc(Cl)c1O
→ /, /, /, 33.7
ClCCN(CCCl)c1ccc(C2=NCCc3ccccc32)cc1
→ /, /, /, -1.5
C=CC(=O)OCCO
→ /, /, /, 6.6
CCOP(=S)(OCC)Oc1cc(C)nc(C(C)C)n1
→ /, /, /, -6.7
O=C(Cc1c[nH]c2ccccc12)NNCc1ccc(N(CCCl)CCCl)cc1
→ /, /, /, -3.6
CC1CC2(C)C(CCC3C2CCC2(C)C(OP(=O)(N4CC4)N4CC4)CCC32)CC1=O (stereo unspecified)
→ /, /, /, 7.0
O=[N+]([O-])c1ccc(N2CC2)c([N+](=O)[O-])c1
→ /, /, /, 4.5
COC(=O)C12CCc3c(ccc4cc(OC)ccc34)C1=CC(=O)C2 (stereo unspecified)
→ /, /, /, 2.2
C[C@]12CCC(=O)C[C@@H]1CC[C@@H]1[C@@H]2CC[C@]2(C)[C@@H](O)CC[C@@H]12
→ /, /, /, -0.2
N#Cc1c(Br)n(C2OC(CO)C(O)C2O)c2ncnc(N)c12 (stereo unspecified)
→ /, /, /, 74.8*
O=c1c([N+](=O)[O-])cn(O)cc1[N+](=O)[O-]
→ /, /, /, -2.8
O=P(Oc1ccc(-c2ccccc2)cc1)(N1CC1)N1CC1
→ /, /, /, -0.9
CNC(C)Cc1ccccc1 (stereo unspecified)
→ /, /, /, 3.5
Cc1ccccc1O
→ /, /, /, 2.7
O=C(NN=Cc1ccc(N(CCCl)CCCl)cc1)c1cccnc1
→ /, /, /, -3.3
CCOC(=O)C1(c2ccccc2)CCN(CC(=O)c2ccc(NC(C)=O)cc2)CC1
→ /, /, /, -4.4
CC(N)C(=O)NC1C2C(=C(O)CC(O)C2O)C(=O)OC1(C)C(Cl)Cl (stereo unspecified)
→ /, /, /, 1.5
COc1ccc(C2=CC(c3ccc4c(c3)OCO4)c3c(c4ccccc4oc3=O)O2)cc1OC (stereo unspecified)
→ /, /, /, 4.0
O=c1ccc2c(O)c3ccoc3cc2o1
→ /, /, /, 19.9
C[C@]12C=CC(=O)C=C1CC[C@@H]1[C@@H]2CC[C@]2(C)C(=O)CC[C@@H]12
→ /, /, /, 6.6
CCC1(c2ccccc2)C(=O)NC(=S)NC1=O
→ /, /, /, -3.2
CC1=CC2OC3CC4OC(=O)C=CC=CC(C(C)O)OCC(O)C5(C)OC5C(=O)OCC2(CC1O)C4(C)C31CO1 (stereo unspecified)
→ /, /, /, -3.4
COc1cc2cc(C(=O)N3CC(COS(C)(=O)=O)c4ccc(O)cc43)[nH]c2c(OC)c1OC (stereo unspecified)
→ /, /, /, 9.5
CN1C2CCC1C(C(=O)O)C(OC(=O)c1ccccc1)C2 (stereo unspecified)
→ /, /, /, -12.4
CC(C)=CCN1CC[C@@]2(C)c3cc(O)ccc3CC1C2C (stereo partly specified)
→ /, /, /, -9.0

An excerpt from above in order of SMILES length, ascending:
Values run as follows: HSP90 refold inh, GSK3A inh, HDAC3 inh, DYRK1A inh
Cc1ccccc1O
→ /, /, /, 2.7
C=CC(=O)OCCO
→ /, /, /, 6.6
CNC(C)Cc1ccccc1 (stereo unspecified)
→ /, /, /, 3.5
O=c1ccc2c(O)c3ccoc3cc2o1
→ /, /, /, 19.9
CCC1(c2ccccc2)C(=O)NC(=S)NC1=O
→ /, /, /, -3.2
COc1ccc(C=C2C(=O)NC(=S)NC2=O)cc1OC
→ /, /, /, -2.1
ClCCN(CCCl)c1ccc(C2=NCCc3ccccc32)cc1
→ /, /, /, -1.5
CC(C)=CCN1CC[C@@]2(C)c3cc(O)ccc3CC1C2C (stereo partly specified)
→ /, /, /, -9.0
O=c1c([N+](=O)[O-])cn(O)cc1[N+](=O)[O-]
→ /, /, /, -2.8
COC(=O)C12CCc3c(ccc4cc(OC)ccc34)C1=CC(=O)C2 (stereo unspecified)
→ /, /, /, 2.2
O=C(Cc1c[nH]c2ccccc12)NNCc1ccc(N(CCCl)CCCl)cc1
→ /, /, /, -3.6
CC(N)C(=O)NC1C2C(=C(O)CC(O)C2O)C(=O)OC1(C)C(Cl)Cl (stereo unspecified)
→ /, /, /, 1.5
CC1CC2(C)C(CCC3C2CCC2(C)C(OP(=O)(N4CC4)N4CC4)CCC32)CC1=O (stereo unspecified)
→ /, /, /, 7.0
CC[C@H]1OC(=O)C[C@@H](O)[C@H](C)[C@@H](O[C@@H]2O[C@H](C)[C@@H](O[C@H]3C[C@@](C)(O)[C@@H](O)[C@H](C)O3)[C@H](N(C)C)[C@H]2O)[C@@H](CC=O)C[C@@H](C)C(=O)/C=C/C(C)=C/[C@@H]1CO[C@@H]1O[C@H](C)[C@@H](O)[C@@H](OC)[C@H]1OC
→ /, /, /, -15.7

Additional results
Values run as follows: HSP90 refold inh, GSK3A inh, HDAC3 inh, DYRK1A inh
CN(C)c1ccc(C=C2C(=O)NC(=O)NC2=O)cc1
→ /, /, /, 5.1
NCC(=O)c1ccccc1
→ /, /, /, -6.4
COP(=O)(NC(C)=O)SC (stereo unspecified)
→ /, /, /, -4.5
COc1cc2c(cc1OC)C13CCN4CC5=CCOC(CC(=O)O)C(C5CC41)C3N2 (stereo unspecified)
→ /, /, /, -1.2
